Compound activity deposited in PubChem by National Center for Advancing Translational Sciences (NCATS).
HCV inh: HCV inhibition; Huh7.5.1 HCVcc-Cre infection, luciferase reporter, 44 h; Potency, µM (highest dose often 41.8 µM), inactives show top-dose activity change, negative = inhibition, hits mostly inhibitors; actives 3.4% (n = 340,000); AID 651820; note: potency is the fitted concentration of half-maximal effect
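Antiviral activity was scored by luciferase reporter output from cells infected with HCVcc-Cre (~0.5 moi) in presence of compound, 44 h infection period, cells seeded 1,000/well 4 h prior.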
AmpC detergent: AmpC beta-lactamase inhibition with detergent present; actives 0.041% (n = 370,000); AID 485294; Potency, µM (highest dose often 114 µM), inactives show top-dose activity change, negative = inhibition, actives largely listed as inhibitors; AmpC hydrolysis of nitrocefin, absorbance 480 nm, 0.01% Triton; P00811;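 note: potency is the fitted concentration of half-maximal effect; 0% = no-compound wells and -100% = no-enzyme wells; nearly all actives have a fitted effect of over 25% in size; some results filed as inactive show a strong effect at the top dose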
Target sequence (P00811 whole entry, looked up): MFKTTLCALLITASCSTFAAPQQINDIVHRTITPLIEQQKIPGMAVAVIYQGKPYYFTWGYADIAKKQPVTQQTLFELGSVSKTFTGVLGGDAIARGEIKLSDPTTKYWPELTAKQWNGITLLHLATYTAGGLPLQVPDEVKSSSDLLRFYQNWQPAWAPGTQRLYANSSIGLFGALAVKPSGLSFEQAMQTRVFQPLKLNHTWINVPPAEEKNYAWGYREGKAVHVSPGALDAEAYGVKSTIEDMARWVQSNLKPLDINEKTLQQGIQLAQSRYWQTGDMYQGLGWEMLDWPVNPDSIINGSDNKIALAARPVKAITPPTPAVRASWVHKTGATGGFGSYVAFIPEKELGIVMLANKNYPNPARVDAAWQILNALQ
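20 mM phosphate pH 7.0 + 0.01% (detergent screen) or 0.0001% Triton X-100; 5.3 nM AmpC reagent; cpd preinc 15 min RT; nitrocefin (800 uM stock) to start; A480 q20 s × 4 min; Activity was normalised to no-enzyme and no-compound control wells.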
Sm TGR block: S. mansoni TGR enzyme inhibition. actives 3% (n = 360,000). purified TGR, DTNB reduction, TNB absorbance 405 nm. Q962Y6. Potency, µM (doses to about 114 µM), for inactives: at the highest dose activity change, negative = inhibition, most hits filed as inhibitors; note: potency is the fitted concentration of half-maximal effect; nearly all actives have a fitted effect of over 60% in size
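TGR 20 nM + NADPH 100 uM (dispensed conc.), cpd preinc 15 min RT; start with NADPH (500 uM addition) then DTNB (15 mM addition). Kinetic TNB absorbance, 405 nm filter. Four-parameter Hill fit across titration.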
HCMV inh: inhibitors of human cytomegalovirus | HFF cells, HCMV-luciferase reporter, 72 h; active compounds read low | activity change, negative = inhibition, % at 57.5 µM | actives 4.5% (n = 410,000) | AID 1259415; in the data active = activity change below about -60%; inconclusive = no clear call, values can overlap the other calls; inactive = above about -39%
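Two-dose cell screen: HFF monolayers treated with compounds and infected with luciferase-expressing HCMV at 1 PFU/cell, 72 h at 37C, then lysed for luciferase measurement.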
Giardia FBPA inh: Giardia lamblia aldolase inhibition; A8B2U2; purified Giardia FBPA; Potency, µM (top dose mostly 59.6 µM), without a hit: at the highest dose activity, negative = inhibition, most hits filed as inhibitors; actives 0.71% (n = 290,000); note: potency is the fitted concentration of half-maximal effect; nearly all actives have a fitted effect of over 55% in size
Target sequence (A8B2U2 whole entry, looked up): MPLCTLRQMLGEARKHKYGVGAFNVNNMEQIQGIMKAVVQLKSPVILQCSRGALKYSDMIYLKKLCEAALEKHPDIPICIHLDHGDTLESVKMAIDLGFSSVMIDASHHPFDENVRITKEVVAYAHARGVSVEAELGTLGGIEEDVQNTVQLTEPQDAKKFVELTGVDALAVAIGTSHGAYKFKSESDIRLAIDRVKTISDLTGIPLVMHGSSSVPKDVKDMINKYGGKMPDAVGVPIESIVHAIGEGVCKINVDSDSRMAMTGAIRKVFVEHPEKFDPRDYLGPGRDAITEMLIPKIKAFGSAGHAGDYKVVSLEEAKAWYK
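Giardia FBPA (40 nM reagent) was preincubated 10 min at RT with compound (up to 57.5 uM final), then substrate plus GAPDH/TPI/NAD/arsenate coupling system with diaphorase/resazurin was added; resorufin fluorescence (525/598 nm) was read after 20 min.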
AMA1 RON2 block: inhibitors of Plasmodium falciparum AMA1-RON2 interaction. AID 720542. actives 0.2% (n = 360,000). Potency, µM (series often up to 58.2 µM), for the others: at the top dose activity change, negative = inhibition, actives largely listed as inhibitors. AlphaScreen AMA1-biotinylated RON2 peptide binding;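 note: potency is the fitted concentration of half-maximal effect; 0% = vehicle wells and -100% = peptide control; nearly all actives have a fitted effect of over 45% in size; some results filed as inactive show a strong effect at the top dose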
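AMA1 (3D7) with his tag at 25 nM final met compounds first, then biotinylated RON2 peptide at 25 nM; detection used donor plus acceptor beads, 10 µg/mL apiece, read by AlphaScreen after 30 min at room temperature.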
Numbers without * were called inactive; ? = inconclusive; / = not tested or not shown; & = joins results of further samples; [ ] = dose if it differs, or a comment. Unless noted, calls come from the whole dose curve; as a rule, active = well fitted curve in the direction sought with a large enough effect; inconclusive = small, poorly fitted or top-dose-only effect, or another doubt; inactive = no such curve, though single readings can be large; an effect the other way counts as inactive or inconclusive. Unless noted, % is set by controls: 0 for no effect and ±100 for the full control effect.

The line under a structure holds: HCV inh | AmpC detergent | Sm TGR block | HCMV inh | Giardia FBPA inh | AMA1 RON2 block
- COc1ccc(N(CC(=O)NCCSc2ccc(C)cc2)S(=O)(=O)c2ccccc2)c(OC)c1
  ? | 2.2% | 6.1% | -23.3 | 6.7% | 0.0%
- Cc1cnc(NC(=O)CSc2nnc(-c3ccccc3)o2)s1
  -24.1% | 2.6% | 2.0% | -5.7 | 3.5% | 20.3%
- O=C(CCc1c[nH]c2ccccc12)NCCc1ccccc1
  -3.4% | -10.5% | 3.2% | -24.7 | 3.8% | -0.4%
- CC(C(=O)NC1CC(C)(C)NC(C)(C)C1)c1ccc([N+](=O)[O-])cc1 (stereo unspecified)
  6.6% | -8.9% | 6.3% | -14.6 | 5.0% | 12.3%
- CCOC(=O)C1(Cc2ccccc2C)CCCN(S(C)(=O)=O)C1 (stereo unspecified)
  10.6% | -10.5% | 4.1% | -7.3 | -7.2% | 8.1%
- O=C(CS(=O)(=O)Cc1ccccc1)N1CCN(Cc2ccc3c(c2)OCO3)CC1
  -14.2% | 0.9% | 2.4% | 18.8 | 0.1% | 5.2%
- O=C(Nc1nccs1)c1cc([N+](=O)[O-])ccc1Cl
  -16.0% | -5.4% | -25.1% | -102.7* | -27.5% | 0.6%
- O=C(O)C1(Br)CC12c1ccccc1-c1ccccc12 (stereo unspecified)
  3.8% | / | / | 9.8 | / | 23.9%
- O=C(O)c1ccccc1NC(=O)C1C2CCC(O2)C1C(=O)O (stereo unspecified)
  / | -12.2% | -0.8% | / | 7.0% | /
- CCOc1ccc(C(=O)NCC(=O)OC(C)C(=O)NCc2ccco2)cc1OCC (stereo unspecified)
  ? | ? | ? | -0.1 | 1.0% | 2.3%
- COc1ccc(NC(=O)C(NC(=O)/C=C\c2ccc3c(c2)OCO3)c2ccc(OC)cc2)cc1 (stereo unspecified)
  / | -6.4% | -1.4% | 25.0 | / | /
- CC(/C=N/NC(=O)c1cc(-c2ccc(C)s2)[nH]n1)=C\c1ccccc1
  5.62µM* | -5.3% | -12.2% | 5.0 | 3.1% | -17.5%
- COc1ccccc1OCCNC(=O)CN(c1cccc(C)c1)S(=O)(=O)c1ccccc1
  -24.5% | -0.8% | -3.9% | 3.0 | / | -12.2%
- Cc1cc(Cl)cc(C)c1OCC(=O)NC1CCCCCC1
  -0.7% | / | / | 127.5 | / | 20.2%
- COc1ccccc1COc1ccc2c(C)c(CCC(=O)O)c(=O)oc2c1C
  10.3% | 3.4% | -8.7% | -28.7 | 3.8% | 4.0%
- O=c1ccc2cc(S(=O)(=O)NCc3ccc(Br)cc3)ccc2[nH]1
  / | -9.0% | -0.3% | 10.4 | / | /
- COc1ccccc1C(=O)Nc1nnc(SCc2cc(=O)n3ccc(C)cc3n2)s1
  / | 16.2% | -0.4% | -11.4 | / | /
- COc1ccc(CS(=O)(=O)CC(C)(O)c2ccc(Cl)cc2)cc1 (stereo unspecified)
  -16.1% | 1.1% | 8.4% | 42.6 | 7.7% | 0.0%
- COc1ccc(C(=O)NCCC2=CCCCC2)cc1
  5.9% | -1.0% | 0.6% | -4.0 | -0.1% | 9.7%
- CC1(C)Cc2c(C#N)c(SCCC#N)nc(N3CCOCC3)c2CS1
  ? | ? | -0.9% | 11.8 | -3.5% | -14.8%
- COc1ccc(C2(CNC(=O)C(c3ccccc3)c3ccccc3)CCOCC2)cc1OC
  -7.0% | ? | -17.7% | 24.1 | 2.8% | 1.8%
- Cc1nn(-c2ccc(Cl)c(Cl)c2Cl)c(=O)c2ccccc12
  -28.6% | -0.3% | -1.6% | -10.4 | -3.0% | -0.8%
- CCOc1cc(C2C(C(=O)OC)=CN(Cc3ccc(Cl)cc3)C=C2C(=O)OC)ccc1O
  ? | -1.8% | 0.0% | -22.5 | -10.0% | 7.9%
- CC(C)(C)NC(=O)C(c1ccco1)N(C(=O)Cn1nnc(-c2ccc(F)cc2)n1)c1ccccc1 (stereo unspecified)
  -24.7% | / | / | -4.2 | / | 0.4%
- CCCC(=O)C1=C(O)C(C(=O)OC)C(C)(C)CC1=NCCCCCC(=O)O (stereo unspecified)
  16.0% | -10.7% | 12.4% | ? | 8.8% | -3.7%
- O=C1OC(OC(=O)c2ccccc2Br)C(N2CCOCC2)=C1Cl (stereo unspecified)
  -5.7% | 10µM* | -10.0% | -38.4 | 2.6% | 1.5%
- O=[N+]([O-])c1ccc(COc2ccc(-c3[nH]ncc3-c3ccccc3)c(O)c2)cc1
  -27.0% | -2.2% | -14.4% | -38.4 | 8.2% | 83.4%[activator]
- Cc1ccc(/C=C/c2onc(C)c2S(=O)(=O)N2CCC(C(=O)N3CCN(c4cc(C)ccc4C)CC3)CC2)cc1
  / | -5.1% | 7.4% | 0.9 | / | /
- CCn1c(C)c(C(C)=O)c(N2CCN(c3ccc(OC)cc3)CC2)nc1=S
  6.2% | 0.8% | ? | -37.1 | ? | -8.1%
- Nc1nc(-c2ccco2)nn1C(=O)c1ccc([N+](=O)[O-])cc1
  -4.8% | 2.2% | / | 35.1 | -1.6% | -1.4%
- CSc1nc(-c2ccccc2)nn1C(=O)c1ccccc1
  21.9% | ? | ? | -2.4 | 1.9% | -12.7%
- Cc1oc2ncnc(N3CCOCC3)c2c1C(=O)NCc1ccc(Cl)cc1
  / | 15.4% | 5.3% | -13.4 | / | /
- CCOC(=O)C1=C(COC(=O)c2ccc(Br)c(S(=O)(=O)N3CCOCC3)c2)NC(=O)NC1C (stereo unspecified)
  ? | / | / | 0.0 | / | 0.0%
- COCCN1C(=O)C(=O)/C(=C(/O)c2ccc3c(c2)OCCO3)C1c1ccc(C(=O)OC)cc1 (stereo unspecified)
  19.8% | ? | 3.5% | 47.1 | 6.4% | 1.0%
- CC(C)CC1Nc2ccc(C(=O)NCc3ccc4c(c3)OCO4)cc2NC1=O (stereo unspecified)
  -7.3% | 4.5% | 1.9% | / | 7.7% | 30.4%[activator]
- OCC1OC(O)CC(O)C1O (stereo unspecified)
  9.4% | / | / | 11.2 | / | -2.7%
- Nc1ccccc1C(=O)NCc1ccc(F)cc1
  0.6% | 1.5% | 15.2% | 0.6 | -1.9% | -3.9%
- CSCCC(NC(=O)c1ccccc1Br)C(=O)NCC1CCCCC1 (stereo unspecified)
  6.2% | 9.3% | 3.1% | -27.0 | 3.8% | 21.8%
- Cc1ccc2nc(-c3cccs3)oc(=O)c2c1
  5.1% | 0.5% | 1.2% | 14.7 | -3.3% | 1.2%
- N#Cc1c(-n2ncnc2-c2cccc(Br)c2)sc2c1CCCCC2
  / | -6.0% | -3.2% | 8.1 | / | /
- Cc1cc(C(=O)NC(C)c2ccc3c(c2)OCO3)cs1 (stereo unspecified)
  24.0% | ? | 1.1% | 14.5 | -9.6% | -3.8%
- COc1ccc(NC(=O)c2cc3ccccc3o2)cn1
  6.7% | -12.3% | 12.5% | 4.4 | -5.3% | 4.8%
- O=C1NN=C(c2ccccc2)C1Cc1ccccc1 (stereo unspecified)
  27.0% | / | / | -18.5 | / | 12.4%
- O=C(Nc1cccc([N+](=O)[O-])c1)c1ccc2nsnc2c1
  ? | 2.0% | -10.6% | 17.2 | / | -6.8%
- CCOc1ccc(/C=N/NC(=O)CN2CCCCCCC2)cc1
  9.5% | -5.8% | 2.5% | -30.4 | ? | -29.3%
- CCCCCCc1cc2cc(C(=O)Nc3ccccc3OC)c(=O)oc2cc1O
  -0.8% | -7.4% | -2.1% | 0.5 | 10.7% | 2.4%
- COc1cccc(CN2CCNC(=O)C2CC(=O)N(C)CCC2CCOCC2)c1 (stereo unspecified)
  12.0% | -2.6% | -24.5% | -29.0 | / | 3.1%
- Cc1cc(Cl)ccc1OCC(=O)OCC(=O)N(CC(C)C)c1c(N)n(Cc2ccccc2)c(=O)[nH]c1=O
  -54.1% | -1.7% | -1.9% | -33.4 | / | -5.6%
- O=C(NC(=S)Nc1ccccc1O)c1ccc(Cl)cc1Cl
  16.3% | 4.3% | / | 21.6 | -13.9% | 88.1%[activator]
- CCN(CC)S(=O)(=O)c1cc([N+](=O)[O-])ccc1NNC(=O)Nc1ccc(F)cc1
  ? | -5.7% | -13.6% | -38.6 | -8.6% | -12.2%
- COc1ccc(C(=O)NCc2nnc(SCC(=O)NO)n2Cc2ccccc2)cc1
  8.9% | 5.9% | 21.9% | 21.4 | -1.8% | 36.0%[activator]
- C=CC[C@H](CC(=O)N(CCO)Cc1ccccc1)C(=O)N[C@H](C)COC(=O)[C@@H](CC=C)CC(=O)OC(C)(C)C
  -19.9% | / | / | 2.3 | / | -4.7%
- CC(=O)Nc1ccc(-c2cc(N)n(-c3ccccc3)n2)cc1
  -0.7% | 3.5% | -3.6% | 172.3 | -20.5% | -2.9%
- O=C(CS(=O)(=O)c1ccccc1)Nc1ccc(Br)cn1
  16.1% | -8.1% | -3.9% | -11.9 | -1.7% | -9.7%
- Cc1ccc(C2=NN(CC(=O)NCCN(CC(C)C)CC(C)C)C(=O)CC2)cc1
  0.1% | 7.4%&14.0% | 5.1%&9.7% | ? | -2.0% | -2.9%
- COc1ccc(N2CCN(CCCNC(=O)c3cc4sccc4n3C)CC2)cc1
  12.6µM* | ? | -3.6% | 7.3 | 6.4% | ?
- CCOc1ccc(C(=O)NCC(=O)Nc2ccc3c(c2)OCO3)cc1OCC
  8.0% | -17.2% | -21.8% | 53.8 | / | 21.7%
- O=C(Cn1cc2c(n1)CCCC2)N1CCCC1
  16.2% | -18.3% | 5.1% | ? | -1.7% | -4.8%

Filtered by structure, the compounds so far with a Cl atom.
The line under a structure holds: HCV inh | AmpC detergent | Sm TGR block | HCMV inh | Giardia FBPA inh | AMA1 RON2 block
- O=C(Nc1nccs1)c1cc([N+](=O)[O-])ccc1Cl
  -16.0% | -5.4% | -25.1% | -102.7* | -27.5% | 0.6%
- Cc1cc(Cl)cc(C)c1OCC(=O)NC1CCCCCC1
  -0.7% | / | / | 127.5 | / | 20.2%
- COc1ccc(CS(=O)(=O)CC(C)(O)c2ccc(Cl)cc2)cc1 (stereo unspecified)
  -16.1% | 1.1% | 8.4% | 42.6 | 7.7% | 0.0%
- Cc1nn(-c2ccc(Cl)c(Cl)c2Cl)c(=O)c2ccccc12
  -28.6% | -0.3% | -1.6% | -10.4 | -3.0% | -0.8%
- CCOc1cc(C2C(C(=O)OC)=CN(Cc3ccc(Cl)cc3)C=C2C(=O)OC)ccc1O
  ? | -1.8% | 0.0% | -22.5 | -10.0% | 7.9%
- O=C1OC(OC(=O)c2ccccc2Br)C(N2CCOCC2)=C1Cl (stereo unspecified)
  -5.7% | 10µM* | -10.0% | -38.4 | 2.6% | 1.5%
- Cc1oc2ncnc(N3CCOCC3)c2c1C(=O)NCc1ccc(Cl)cc1
  / | 15.4% | 5.3% | -13.4 | / | /
- Cc1cc(Cl)ccc1OCC(=O)OCC(=O)N(CC(C)C)c1c(N)n(Cc2ccccc2)c(=O)[nH]c1=O
  -54.1% | -1.7% | -1.9% | -33.4 | / | -5.6%
- O=C(NC(=S)Nc1ccccc1O)c1ccc(Cl)cc1Cl
  16.3% | 4.3% | / | 21.6 | -13.9% | 88.1%[activator]
